# Source: PubChem
# GRK2 aptamer HTS: inhibitors of human GRK2 displacing RNA aptamer. P25098. bead flow cytometry, FAM-aptamer displacement from GRK2. inhibition of aptamer binding, % at 10 µM. 0.59% of 330,000 active;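 active means inhibition of aptamer binding above 40%, roughly 3 SD of noise, on plates passing a quality check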;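 further: median bead fluorescence of bound FAM aptamer so fluorescent compounds give negative values; no value below 0 was filed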
# Target sequence (P25098 whole entry, looked up): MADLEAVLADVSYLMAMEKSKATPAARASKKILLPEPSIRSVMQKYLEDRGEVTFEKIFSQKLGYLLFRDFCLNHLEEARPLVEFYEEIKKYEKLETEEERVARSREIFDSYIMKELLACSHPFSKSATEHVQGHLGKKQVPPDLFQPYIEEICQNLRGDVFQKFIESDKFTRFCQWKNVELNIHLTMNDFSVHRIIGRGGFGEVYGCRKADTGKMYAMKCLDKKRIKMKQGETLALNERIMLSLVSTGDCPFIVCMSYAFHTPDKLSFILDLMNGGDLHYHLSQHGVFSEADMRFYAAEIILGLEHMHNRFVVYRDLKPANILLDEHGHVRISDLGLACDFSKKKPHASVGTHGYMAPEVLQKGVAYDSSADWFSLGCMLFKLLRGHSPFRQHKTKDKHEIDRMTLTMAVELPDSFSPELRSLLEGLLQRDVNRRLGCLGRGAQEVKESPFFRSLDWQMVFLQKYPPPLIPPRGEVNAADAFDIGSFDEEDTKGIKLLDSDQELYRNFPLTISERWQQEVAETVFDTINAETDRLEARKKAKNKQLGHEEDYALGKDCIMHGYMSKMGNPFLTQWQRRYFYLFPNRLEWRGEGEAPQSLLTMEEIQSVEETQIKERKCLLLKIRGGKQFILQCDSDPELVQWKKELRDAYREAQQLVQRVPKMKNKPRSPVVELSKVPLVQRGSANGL
# CIT2-GFP yeast: yeast TOR pathway CIT2-GFP modulation | S. cerevisiae CIT2-GFP strain, flow cytometry, 3 h; 100 means same as DMSO wells | GFP response vs DMSO, % at 10 µM | 0.065% of 320,000 active | AID 2029;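 active means GFP response relative to DMSO above a set limit, near the screen mean plus 3 SD, cut at about 150% in these data; inconclusive means Fewer than 70 cells measured for a yeast strain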;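 further: ratio of well median GFP fluorescence to mean of DMSO wells on the plate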
# MEP2-GFP yeast: yeast TOR pathway MEP2-GFP modulation; 0.51% of 330,000 active; S. cerevisiae MEP2-GFP strain, flow cytometry GFP, 3 h; 100% = DMSO control level; GFP response vs DMSO, % at 10 µM;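 active means GFP response versus DMSO above a set limit, roughly screen mean plus 3 SD, cut at about 180% in these data; inconclusive means fewer than 70 cells counted for a yeast strain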;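 further: median GFP fluorescence of the barcode-gated MEP2-GFP cells per well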
# VLA-4 inh: inhibition in a human VLA-4 binding assay; AID 2557; P13612; 0.2% of 330,000 active; VLA-4 expressing cells, ligand binding flow cytometry; inhibition, % (about 7 µM as worked out from the volumes in the protocol); in the data active means inhibition above about 50%
# AGP1 TOR yeast: modulators of TOR pathway AGP1-GFP in S. cerevisiae | AID 2066 | S. cerevisiae AGP1-GFP multiplex flow cytometry, 3 h; GFP as percent of DMSO wells | GFP response vs DMSO, % at 10 µM | 0.02% of 320,000 active;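 active means GFP response relative to DMSO above a set limit, near screen average plus 3 SD, cut at about 150% in these data; inconclusive means fewer than 70 cells counted for the yeast strain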;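 further: median GFP channel fluorescence of the gated AGP1 strain per well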
# RPL19A TOR yeast: alters RPL19A-GFP fluorescence in TOR pathway yeast screen | 0.3% of 330,000 active | S. cerevisiae RPL19A-GFP strain, flow cytometry, 3 h; hits give low values | percent response vs DMSO, % at 10 µM;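 active means percent response vs DMSO below 50%; inconclusive means fewer than 70 events counted for the yeast strain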;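 further: median channel GFP fluorescence of the barcoded RPL19A-GFP strain; ratio of sample median GFP to plate DMSO average so 100% = DMSO; lower means less RPL19A-GFP as with rapamycin TOR inhibition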
# LAP4 TOR yeast: modulators of TOR pathway LAP4-GFP in S. cerevisiae. S. cerevisiae LAP4-GFP multiplex, flow cytometry GFP, 3 h; median GFP as percent of DMSO wells. GFP response vs DMSO, % at 10 µM. 0.34% of 320,000 active. AID 2023;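 active means GFP response vs DMSO above a set limit, about the screen mean plus 3 SD, cut at about 150% in these data; inconclusive means under 70 cell events counted for the yeast strain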
# JMJD2C inh: inhibitors of human GASC-1 (JMJD2C) demethylase; inhibition, % at 2.35 µM; 0.069% of 330,000 active; Q9H3R0; GST-JMJD2C(1-420) H3K9me3 demethylation, DELFIA europium; AID 2099;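 active means more than half of a compound's replicate wells show inhibition beyond 50%, single wells judged on their own value; inconclusive means some, but no more than half, of replicates pass 50% inhibition; inactive means no replicate passes 50% inhibition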;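 further: signal counts dimethyl H3K9 product captured on neutravidin plate; 0% = median of DMSO wells and 100% = 0.3 times that DMSO median; strong numbers were not always called active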
# Active calls of the source: *; u = inconclusive; x = not tested or not shown; & = joins results of further samples.
SMILES,GRK2 aptamer HTS,CIT2-GFP yeast,MEP2-GFP yeast,VLA-4 inh,AGP1 TOR yeast,RPL19A TOR yeast,LAP4 TOR yeast,JMJD2C inh
CCOc1ccc(CN2CCCC(CO)(Cc3ccccc3F)C2)cc1 (stereo not drawn),4,94,110,-1,84,109,90,1
COC(=O)[C@]1(Cc2ccccc2)N[C@H](CN(C)C(=O)Nc2ccc(Cl)cc2)[C@@H]2C(=O)N(Cc3ccccc3)C(=O)[C@@H]21,0,93,85,19,87,92,89,0
CSc1ccc(/C=C/C(=O)c2ccc(NC(C)=O)cc2)cc1,88*,83,100,-13,82,93,118,1
O=C(CSc1nnc(CNC(=O)c2ccccc2)o1)NCc1ccco1,7,x,94,-1,104,99,85,4
Cc1ccc(NC(=O)C2CCCN(S(=O)(=O)c3c(C)noc3/C=C/N(C)C)C2)cc1F (stereo not drawn),0,107,94,9,102,102,100,x
COC(=O)c1sc2ccccc2c1N,0,90,119,-13,97,98,111,8
Cn1cc(C(F)(F)F)nc1-c1ccc(OCC(O)CNCCOc2ccc(O)c(C(N)=O)c2)cc1 (stereo not drawn),0,84,97,30,86,96,123,28
O=C(CSc1ncn[nH]1)N1c2ccccc2Sc2ccccc21,0,96,96,-4,106,98,99,-24
O=C(NC(=S)Nc1ccc(Cl)c(C(=O)O)c1)c1ccco1,6,94,109,0,86,121,61,-6
Cc1ccccc1SCC(=O)Nc1cccc(C#N)c1,5,83,106,10,94,97,114,-17
Cc1ccc2c(c1)c1c3n2CCN=C3CCC1,0,110,102,-7,109,102,94,-25
CCOC(=O)c1[nH]c(C)c(C(=O)N2CCN(c3ccc(OC)cc3)CC2)c1C,0,98,98,-7,97,100,95,6
Cc1nn(-c2nnc(C)c(=O)[nH]2)c(C)c1SCC(=O)Nc1ccc(C(C)C)cc1,3,115,102,4,113,107,107,-10
O=C(OC(C(=O)NCc1ccc2c(c1)OCO2)c1ccccc1F)c1ccco1 (stereo not drawn),1,95,99,-8,101,100,95,-10
C=CCSc1nnc(CCCCCN2C(=O)c3cccc4cccc(c34)C2=O)o1,3,97,102,0,102,102,96,6
Cc1nnc(Oc2ccccc2F)c2ccccc12,11,93,101,-1,100,99,107,5
CSc1ccccc1NC(=O)CN(C)CC(=O)NCC(=O)Nc1ccc(F)cc1,1,83,97,22,92,97,98,9
CCc1[nH]nc2c1C(c1ccsc1)C(C#N)=C(N)O2 (stereo not drawn),0,94,97,21,95,91,98,-17
C/C(CC(=O)NCc1ccc(Cl)cc1)=N\NC(=O)COc1ccc(C)cc1Br,0,106,103,10,105,101,102,-10
CCCn1c(N)c(N(C)C)c(=O)n(CC(=O)Nc2ccc(OC(F)(F)F)cc2)c1=O,1,104,108,-1,111,111,97,86
Cc1nn(-c2ccccc2)c2sc(-c3nnc(SCC(=O)O)o3)cc12,0,107,100,13,103,96,104,-3
CCOCC(=O)Nc1nc2ccc(OC)cc2s1,0,101,98,1,94,95,99,0
COCC(C)NC(=O)Cc1ccc(F)cc1 (stereo not drawn),0,91,99,25,95,95,93,x
CNc1ccc(/C=C/C(=O)c2ccc(C)cc2)cc1[N+](=O)[O-],0,103,103,-21,101,101,99,-29
CN1C2CCC1CC(OC(=O)c1c[nH]c3ccccc13)C2 (stereo not drawn),0&0,90&101,98&105,-4&9,94&96,94&98,129&104,u

# 2 entries from above in a different format:
GRK2 aptamer HTS	CIT2-GFP yeast	MEP2-GFP yeast	VLA-4 inh	AGP1 TOR yeast	RPL19A TOR yeast	LAP4 TOR yeast	JMJD2C inh	SMILES
0	110	102	-7	109	102	94	-25	Cc1ccc2c(c1)c1c3n2CCN=C3CCC1
0	98	98	-7	97	100	95	6	CCOC(=O)c1[nH]c(C)c(C(=O)N2CCN(c3ccc(OC)cc3)CC2)c1C

# (continued)
SMILES,GRK2 aptamer HTS,CIT2-GFP yeast,MEP2-GFP yeast,VLA-4 inh,AGP1 TOR yeast,RPL19A TOR yeast,LAP4 TOR yeast,JMJD2C inh
Cc1ccc(-c2nnc3n2CCCCC3)cc1,0,90,96,3,102,94,106,10
O=C(CCCn1c(=O)c2sccc2n(CC(=O)OCc2ccccc2)c1=O)NCc1ccco1,0,97,98,-1,96,98,95,-3
OC1CCCN(Cc2ccccc2)C1 (stereo not drawn),0,104,101,-6,101,98,100,-2
COc1cc(C(=O)N2C[C@H]3CC[C@H]2C3)ccc1OC1CCN(C(C)=O)CC1,0,104,103,2,100,103,93,2
Cc1ccc(C)c2[nH]c(=O)c(CN(Cc3ccco3)C(=S)NCC3CCCO3)cc12 (stereo not drawn),0,79,105,0,97,93,111,-1
COc1ccc(OC)c(C(=O)COC(=O)CNC(=O)C2CCCCC2)c1,0,101,104,60*,104,101,101,6
COc1cnc(-c2ccccn2)nc1Oc1ccccc1Cl,2,111,103,13,103,103,83,4
Cc1ccc(S(=O)(=O)N(CC(=O)N2CCOCC2)c2ccc(C(C)C)cc2)cc1,2,101,108,1,106,102,115,-8
COC(=O)C1=C(C)NC(=S)NC1c1ccc(-c2cccc(Cl)c2)o1 (stereo not drawn),1,97,96,5,95,104,91,-14
O=C(NN1C(=O)C2C3CCC(O3)C2C1=O)c1ccco1 (stereo not drawn),0,106,107,-1,97,103,92,6
Cc1[nH]c(C)c(S(=O)(=O)NCCc2ccccc2)c1C(=O)N1CCCCC1,0,99,103,15,99,99,98,-2
Cc1ccc(C)c(N2CCN(S(=O)(=O)c3ccc4c(c3)CCN4C(=O)CCC(=O)O)CC2)c1,1,112,95,5,109,100,114,3
CN(C(=O)CSc1nnc(Cc2ccccc2F)n1N)C1CCS(=O)(=O)C1 (stereo not drawn),2,96,89,6,110,98,81,-1
COc1cc(C(O)CO)ccc1OS(=O)(=O)O (stereo not drawn),1,85,101,14,88,105,105,x
O=C(CSc1ncn[nH]1)Nc1ccnc2ccccc12,2,94,85,-4,96,100,80,-6
CCOC(=O)c1ccc(-n2cc(C(=O)c3cccnc3)nn2)cc1,0,98,106,-11,98,102,85,-1
COCCCNC(=S)Nc1cccc(S(=O)(=O)NC2=NCCC2)c1,0,101,101,11,103,99,93,2
O=C(N[C@@H](Cc1ccccc1)C(=O)NC1CC1)c1ccc(Cl)cc1,0,98,105,10,100,104,92,-12
c1ccc2c(c1)Oc1cccc3cccc-2c13,3,99,96,5,103,96,104,-7
CCCCC(=O)Nc1cccc(NC(=O)C(C)C)c1,0,94,87,5,103,95,97,-2
CC(C)N(C(=O)CN1CCN(C(=O)C2COc3ccccc3O2)CC1)C(C)C (stereo not drawn),2,99,102,17,102,100,100,-4
CCN1C(=O)C2C(c3cccc(F)c3)NC(CC)(C(=O)OC)C2C1=O (stereo not drawn),1,101,105,2,106,99,100,3
Cc1ccc(Cc2cnc(NC(=O)c3ccco3)s2)cc1,0,100,98,7,93,97,104,11
N#C/C(C(=O)N1CCOCC1)=C1/SC(Cc2ccccc2Cl)C(=O)N1c1ccccc1 (stereo not drawn),0,99,94,-8,99,99,84,1
COc1ccc(NC(=O)CSc2ncccn2)cc1S(=O)(=O)N1CCCCC1,1,99,99,-5,103,98,102,5
Cc1cc(C)cc(NC(=O)CCN2C(=O)c3ccccc3C2=O)c1,0,94,107,21,89,101,99,1

# 14 successive entries out of the list so far, for reference:
SMILES,GRK2 aptamer HTS,CIT2-GFP yeast,MEP2-GFP yeast,VLA-4 inh,AGP1 TOR yeast,RPL19A TOR yeast,LAP4 TOR yeast,JMJD2C inh
Cc1ccc(-c2nnc3n2CCCCC3)cc1,0,90,96,3,102,94,106,10
O=C(CCCn1c(=O)c2sccc2n(CC(=O)OCc2ccccc2)c1=O)NCc1ccco1,0,97,98,-1,96,98,95,-3
OC1CCCN(Cc2ccccc2)C1 (stereo not drawn),0,104,101,-6,101,98,100,-2
COc1cc(C(=O)N2C[C@H]3CC[C@H]2C3)ccc1OC1CCN(C(C)=O)CC1,0,104,103,2,100,103,93,2
Cc1ccc(C)c2[nH]c(=O)c(CN(Cc3ccco3)C(=S)NCC3CCCO3)cc12 (stereo not drawn),0,79,105,0,97,93,111,-1
COc1ccc(OC)c(C(=O)COC(=O)CNC(=O)C2CCCCC2)c1,0,101,104,60*,104,101,101,6
COc1cnc(-c2ccccn2)nc1Oc1ccccc1Cl,2,111,103,13,103,103,83,4
Cc1ccc(S(=O)(=O)N(CC(=O)N2CCOCC2)c2ccc(C(C)C)cc2)cc1,2,101,108,1,106,102,115,-8
COC(=O)C1=C(C)NC(=S)NC1c1ccc(-c2cccc(Cl)c2)o1 (stereo not drawn),1,97,96,5,95,104,91,-14
O=C(NN1C(=O)C2C3CCC(O3)C2C1=O)c1ccco1 (stereo not drawn),0,106,107,-1,97,103,92,6
Cc1[nH]c(C)c(S(=O)(=O)NCCc2ccccc2)c1C(=O)N1CCCCC1,0,99,103,15,99,99,98,-2
Cc1ccc(C)c(N2CCN(S(=O)(=O)c3ccc4c(c3)CCN4C(=O)CCC(=O)O)CC2)c1,1,112,95,5,109,100,114,3
CN(C(=O)CSc1nnc(Cc2ccccc2F)n1N)C1CCS(=O)(=O)C1 (stereo not drawn),2,96,89,6,110,98,81,-1
COc1cc(C(O)CO)ccc1OS(=O)(=O)O (stereo not drawn),1,85,101,14,88,105,105,x

# An unsorted share of the library. About 1.7% of those tested had a hit in this group.
